Cneo AK release – Cryptococcus neoformans cell lysis inducers, primary screen, AK release luminescence, single concentration. C. neoformans lysis, adenylate kinase release luminescence, 4 h; normalised: neutral wells 0, clomiphene wells 100. lysis activity, % at 15 µM. hit rate 0.2% among 360,000. AID 651654, 2012;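 active = mean lysis activity across replicates of at least 80%, whatever share of replicates individually reach that level; inactive = mean lysis activity below 80%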
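Test system: log-phase Cryptococcus neoformans yeast cells. Input: 5 × 10^6 yeast cells/mL. Medium: fresh YPD growth medium. Doses: single dose. Incubation: static 4 h at 37 °C with compound, 1 h detection. Measured by: luminescent adenylate kinase detection reagent. Read-out: signal increase indicating cell lysis. Benchmarks: Clomiphene.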
RAD52 anneal inh – RAD52 DNA annealing inhibitors, primary screen, biochemical, FRET, single point, set 2; inhibition, % at 18.7 µM; hit rate 0.46% among 360,000; AID 651710, 2012; recombinant RAD52 DNA annealing, FRET fluorescence; DNA repair protein RAD52 homolog (Homo sapiens), P43351;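 active = every replicate showing at least 50% inhibition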
ERAP1 HTS inh – human ERAP1 aminopeptidase inhibitors, primary screen, biochemical, single point, plate reader | recombinant ERAP1, Leu-AMC fluorescence, 60 min | inhibition, % at 10.7 µM | hit rate 0.15% among 340,000;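 active = mean replicate inhibition of at least 30%, or all replicates individually reaching that 30% level; inactive = mean below 30% and not every replicate reaching it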;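 also: 0% = neutral control wells and 100% = L-leucinethiol positive control wells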
Target sequence (Q9NZ08 whole entry, looked up): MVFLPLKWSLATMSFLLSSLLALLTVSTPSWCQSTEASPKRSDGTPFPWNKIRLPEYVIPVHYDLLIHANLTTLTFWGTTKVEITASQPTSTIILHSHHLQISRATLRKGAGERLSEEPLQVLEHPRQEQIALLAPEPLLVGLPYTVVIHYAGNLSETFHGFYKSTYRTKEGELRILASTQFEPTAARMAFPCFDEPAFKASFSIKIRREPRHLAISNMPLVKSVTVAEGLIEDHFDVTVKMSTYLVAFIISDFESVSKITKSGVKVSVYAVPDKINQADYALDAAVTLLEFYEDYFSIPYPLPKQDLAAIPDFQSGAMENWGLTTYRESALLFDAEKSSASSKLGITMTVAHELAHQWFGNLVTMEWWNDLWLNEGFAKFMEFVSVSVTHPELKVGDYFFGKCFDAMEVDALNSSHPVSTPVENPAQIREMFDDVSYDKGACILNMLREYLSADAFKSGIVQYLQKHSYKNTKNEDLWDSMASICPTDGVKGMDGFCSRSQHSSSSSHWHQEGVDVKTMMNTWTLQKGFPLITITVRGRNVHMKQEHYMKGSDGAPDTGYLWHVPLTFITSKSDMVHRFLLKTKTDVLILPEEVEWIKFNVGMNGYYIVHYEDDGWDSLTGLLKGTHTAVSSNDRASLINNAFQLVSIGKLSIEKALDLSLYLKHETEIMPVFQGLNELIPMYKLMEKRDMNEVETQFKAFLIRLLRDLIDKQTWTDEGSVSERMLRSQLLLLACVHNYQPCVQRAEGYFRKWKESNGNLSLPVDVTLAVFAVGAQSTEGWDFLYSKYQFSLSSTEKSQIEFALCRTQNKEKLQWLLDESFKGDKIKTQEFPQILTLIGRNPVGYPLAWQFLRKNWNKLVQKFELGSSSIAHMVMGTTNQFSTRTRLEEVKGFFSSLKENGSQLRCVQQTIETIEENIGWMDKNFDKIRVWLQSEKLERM
RAD54 inh – inhibitors of human RAD54 branch migration, primary screen, biochemical, fluorescence, single point; DNA repair and recombination protein RAD54-like (Homo sapiens), Q92698; RAD54 Holliday junction branch migration, FAM/BHQ fluorescence; inhibition, % at 10.4 µM; hit rate 0.14% among 360,000;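 active = mean normalized replicate activity at least 40 and at least half of replicates scoring 40 or more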;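 also: 0% = median of neutral control wells and 100% = median of positive control wells; inhibitors cause a drop in the FAM fluorescence signal; in these data hits start at about 50%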
miR-122 sensor – miR-122 Renilla sensor signal increase in Huh7, primary screen, miR-122 inhibitor project, cell-based, single point, plate reader | Huh7 miR-122 Renilla luciferase sensor, 48 h; neutral wells = 0, positive control = 100 | activation (reporter increase), % at 12.5 µM | hit rate 0.3% among 340,000 | AID 602342, 2012;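 active = mean replicate activation score at least 90 and every replicate individually at or above 90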;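 also: higher luciferase means less miR-122 activity so hits act as miR-122 inhibitors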
PglD DTNB – C. jejuni PglD acetyltransferase inhibitors, primary screen, biochemical, DTNB colorimetric, single point; purified PglD enzyme, DTNB colorimetric CoA detection; hit rate 0.098% among 360,000; inhibition, % at 12.5 µM; UDP-N-acetylbacillosamine N-acetyltransferase PglD (Campylobacter jejuni); in the data active = inhibition above about 16%, passing the limit was not always enough; also: strong numbers were not always called active
E-selectin induc – E-selectin induction in HUVECs, primary screen, imaging, HUVEC, immunofluorescence imaging, single point; hit rate 0.37% among 260,000; normalized: neutral wells 0, TNF-alpha wells 100; P16581; activation, % at 7.58 µM;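 active = mean E-selectin-positive cell signal at least 10% of the positive control, reached in at least 60% of replicates, without over 20% cell loss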;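 also: in these data hits start at about 27%; measured in HUVEC primary endothelial cells; signal is the percent of cells scored E-selectin positive by PE staining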
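Read-out basis: % PE-positive cells; Test system: HUVEC primary endothelial cells; Technique: immunofluorescence imaging; Dosing: single-point compound dose.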
PGC1a acetyl inh – inhibitors of PGC1a acetylation signal, primary screen, cell-based, U2OS, AlphaScreen, inhibitor mode; AlphaScreen anti-acetyl-lysine; with virally co-expressed GCN5 acetyltransferase; inhibition, % at 15.6 µM; hit rate 0.17% among 350,000;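 active = every replicate shows inhibition of at least 40%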;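 also: 0% = neutral control wells and 100% = positive control wells; some results beyond the cut were filed as inactive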
Active calls of the source: *; · = not tested or not shown; [ ] = remark or other dose. Compounds were not picked by outcome; 1.4% or so of the library scored in one or more.

Start of the data: the first 10 records as a preview:
Sequence of screens: Cneo AK release | RAD52 anneal inh | ERAP1 HTS inh | RAD54 inh | miR-122 sensor | PglD DTNB | E-selectin induc | PGC1a acetyl inh
CC(C)[C@H](NC(=O)[C@H]1N2C(=O)c3ccccc3C2SC1(C)C)C(=O)NCc1ccco1 (stereo partly drawn)
  2 | -21 | -15 | 15 | 6 | -1 | · | -19
C[C@@H]1CN([C@H](C)CO)C(=O)c2cc(NS(=O)(=O)c3ccc(F)cc3)ccc2O[C@@H]1CN(C)Cc1ccc(C(=O)Nc2ccccc2N)cc1
  -1 | 8 | 3 | -8 | 56[16.7 µM] | -2 | · | 8
Cc1cccc(C(=O)NC2CCN(C(=O)Nc3ccccc3C)CC2)c1
  · | 8 | -1 | · | -4 | · | · | -3
CC(C)(C)[S@](=O)N1Cc2cc(C(=O)O)nc(-c3cccc(-c4cccc(F)c4)c3)c2[C@@H]1CCO
  · | -29 | 0 | · | · | · | -0.2 | 11
CCC(=O)N1C[C@H]2[C@@H](c3ccccc31)[C@@H](CO)N2CC1CCCC1
  1 | -7 | 0 | -1 | -9[16.7 µM] | -1 | -0.2 | -4
O=C(NCC[C@H]1CC[C@@H](NS(=O)(=O)c2cccc(F)c2)[C@@H](CO)O1)c1cnccn1
  -2 | -4 | 0 | 5 | · | -1 | -0.4 | 0
Cc1cc(C)n(CCNC(=O)[C@H]2O[C@@H](n3ccc(N)nc3=O)[C@H](O)[C@@H]2O)n1
  0 | -17 | -2 | 6 | -1 | 3 | 2.9 | -3
O=C1C2C(c3ccccc3)CC=CC2[C@H](c2cccc([N+](=O)[O-])c2)N1Cc1ccccc1 (stereo partly drawn)
  -1 | -10 | 11 | 2 | -6 | 3 | -0.1 | -9
CC1CCCCC12NC(=O)N(CC(=O)N1CCN(S(=O)(=O)/C=C/c3ccccc3)CC1)C2=O (stereo not drawn)
  -1 | 0 | 5 | 17 | -3 | -3 | -0.8 | -1
CC1CN(S(=O)(=O)c2cccc(C(=O)NCCCn3ccnc3)c2)CC(C)O1 (stereo not drawn)
  -2 | · | · | 10 | -5 | -7 | · | -13

The list itself, previewed entries included:
Sequence of screens: Cneo AK release | RAD52 anneal inh | ERAP1 HTS inh | RAD54 inh | miR-122 sensor | PglD DTNB | E-selectin induc | PGC1a acetyl inh
CC(C)[C@H](NC(=O)[C@H]1N2C(=O)c3ccccc3C2SC1(C)C)C(=O)NCc1ccco1 (stereo partly drawn)
  2 | -21 | -15 | 15 | 6 | -1 | · | -19
C[C@@H]1CN([C@H](C)CO)C(=O)c2cc(NS(=O)(=O)c3ccc(F)cc3)ccc2O[C@@H]1CN(C)Cc1ccc(C(=O)Nc2ccccc2N)cc1
  -1 | 8 | 3 | -8 | 56[16.7 µM] | -2 | · | 8
Cc1cccc(C(=O)NC2CCN(C(=O)Nc3ccccc3C)CC2)c1
  · | 8 | -1 | · | -4 | · | · | -3
CC(C)(C)[S@](=O)N1Cc2cc(C(=O)O)nc(-c3cccc(-c4cccc(F)c4)c3)c2[C@@H]1CCO
  · | -29 | 0 | · | · | · | -0.2 | 11
CCC(=O)N1C[C@H]2[C@@H](c3ccccc31)[C@@H](CO)N2CC1CCCC1
  1 | -7 | 0 | -1 | -9[16.7 µM] | -1 | -0.2 | -4
O=C(NCC[C@H]1CC[C@@H](NS(=O)(=O)c2cccc(F)c2)[C@@H](CO)O1)c1cnccn1
  -2 | -4 | 0 | 5 | · | -1 | -0.4 | 0
Cc1cc(C)n(CCNC(=O)[C@H]2O[C@@H](n3ccc(N)nc3=O)[C@H](O)[C@@H]2O)n1
  0 | -17 | -2 | 6 | -1 | 3 | 2.9 | -3
O=C1C2C(c3ccccc3)CC=CC2[C@H](c2cccc([N+](=O)[O-])c2)N1Cc1ccccc1 (stereo partly drawn)
  -1 | -10 | 11 | 2 | -6 | 3 | -0.1 | -9
CC1CCCCC12NC(=O)N(CC(=O)N1CCN(S(=O)(=O)/C=C/c3ccccc3)CC1)C2=O (stereo not drawn)
  -1 | 0 | 5 | 17 | -3 | -3 | -0.8 | -1
CC1CN(S(=O)(=O)c2cccc(C(=O)NCCCn3ccnc3)c2)CC(C)O1 (stereo not drawn)
  -2 | · | · | 10 | -5 | -7 | · | -13
Cc1cccc(C)c1-n1nnnc1C(c1ccnc2ccccc12)N1CCN(C/C=C/c2ccccc2)CC1 (stereo not drawn)
  -17 | 8 | -3 | -4 | 1 | -1 | -0.1 | -27
COc1cccc(-c2nn(-c3ccccc3)cc2C(=O)Nc2nccs2)c1
  11 | · | · | 9 | 3 | -1 | · | -8
COc1ccc(S(=O)(=O)N(CC(=O)NCc2ccncc2)Cc2ccccc2)cc1
  -5 | -18 | -2 | -2 | -2 | 9 | · | ·
Cc1cc(C)cc(NC(=O)Oc2ccccc2N2CCCCC2)c1
  -1 | -18 | -1 | -1 | -2 | -8 | 0.2 | ·
CC1CCCN(C(=O)c2cccc(S(=O)(=O)N3CCCC3)c2)C1 (stereo not drawn)
  5 | 3 | -2 | -3 | · | 5 | -0.5 | ·
COc1cc(S(=O)(=O)NCc2ccccc2Cl)ccc1-n1cnnn1
  1 | -4 | -2 | -5 | -18 | -2 | -0.1 | -13
O=C(O)CN1C(=O)c2ccc(Oc3ccc([N+](=O)[O-])cc3)cc2C1=O
  -2 | -62 | 4 | 12 | -7 | -11 | 1.1 | ·
CC(NS(=O)(=O)c1ccc(Br)cc1)C(=O)NCc1ccco1 (stereo not drawn)
  · | -16 | -1 | · | -8 | · | · | 0
C[C@H](NC(=O)[C@@H]1[C@@H](CO)[C@@H]2Cn3c(ccc(-c4ccccc4F)c3=O)[C@H]1N2)c1ccccc1
  -1 | 5 | 2 | -7 | 0[16.7 µM] | -3 | 0.0 | -4
NC(=O)c1ccc(NC(=O)COC(=O)c2cc3ccccc3cc2O)cc1
  -1 | -16 | -4 | 5 | 0 | -4 | 0.0 | 13
Cc1ccc2c(cnn2C(=O)CCC(=O)N2CCCCC2)c1
  -1 | -1 | 5 | 16 | 1 | 2 | -0.4 | -2
C[C@H]1CN([C@@H](C)CO)S(=O)(=O)c2ccc(C3=CCCCC3)cc2O[C@@H]1CN(C)C(=O)Nc1ccc2c(c1)OCO2
  5 | 21 | 2 | 0 | -16[16.7 µM] | 2 | 0.5 | -9
CC(Sc1ccc(Cl)cc1)C(=O)NNC(=O)c1ccncc1 (stereo not drawn)
  6 | -5 | 0 | -5 | · | -2 | · | -5
CCO/C([O-])=N/c1sn[n+](C)c1C
  -1 | -2 | 2 | 1 | 7 | -1 | 4.0 | 12
COc1cc(CCC(=O)OCC(=O)Nc2ccc(F)c(F)c2F)cc(OC)c1OC
  4 | 1 | 1 | -2 | · | -4 | · | ·
Cc1ccc([C@H]2C(C(=O)O)=CC[C@@H](c3ccc4c(c3)OCO4)N2S(=O)(=O)c2ccc(C)cc2)cc1
  7 | -14 | 0 | -17 | 2 | 4 | 0.4 | 8
O=C(Nc1ccc(S(=O)(=O)N2CCCC2)cc1)C1COc2ccccc2O1 (stereo not drawn)
  0 | -8 | · | -14 | -4 | 2 | -0.1 | ·
CN1C[C@H]2[C@@H](c3ccccc31)[C@@H](CO)N2C(=O)Nc1ccccc1
  -2 | -10 | · | -9 | -25[16.7 µM] | -2 | -0.7 | 6
C[C@H]1CN([C@@H](C)CO)C(=O)c2cc(NC(=O)Cc3cn(C)c4ccccc34)ccc2O[C@@H]1CN(C)Cc1ccc(C(=O)O)cc1
  1 | -15 | 2 | 5 | 5[16.7 µM] | -4 | 0.5 | 3
Cc1c(Cc2ccc3c(c2)OCO3)sc(NC(=O)c2cccc3ccccc23)c1C(N)=O
  -2 | -19 | 0 | -3 | · | 5 | · | ·
CCC(C(=O)N1CC2(C)CC1CC(C)(C)C2)N1C(=O)c2ccccc2C1=O (stereo not drawn)
  -4 | -8 | 2 | 3 | · | -1 | · | ·
CCN(CCS(=O)(=O)c1ccc(Cl)cc1)C(=O)Nc1ccccc1
  1 | -24 | -3 | -2 | -5 | -2 | · | 3
COc1cccc(NC(=O)CSc2nc3ccccc3c(=O)n2Cc2cccs2)c1
  2 | · | · | 13 | 63 | 4 | · | ·
C[C@H](NC(=O)c1nc[nH]c1C(=O)N[C@H](C)c1ccccc1)C(=O)OC(C)(C)C
  -2 | -11 | 1 | -10 | -5 | 2 | 0.0 | ·
Cc1ccc(S(=O)(=O)N(C)C[C@@H]2Oc3ccc(NC(=O)Cn4cnnn4)cc3C(=O)N([C@H](C)CO)C[C@@H]2C)cc1
  5 | -1 | 0 | 7 | -11[16.7 µM] | 3 | 0.1 | -10
NC(=O)c1ccsc1NC(=O)COC(=O)c1ccccc1NCc1ccco1
  -1 | · | · | -7 | 8 | -3 | · | -16
CCCN(C)C[C@H]1Oc2cc(C#C[C@H](C)O)ccc2S(=O)(=O)N([C@H](C)CO)C[C@H]1C
  -5 | -6 | 0 | 2 | -1[16.7 µM] | -1 | 0.0 | -3
C=CC[n+]1c(-c2ccc(C)cc2)csc1Nc1c(C)n(C)n(-c2ccccc2)c1=O
  19 | 1 | 2 | -2 | -7 | -2 | · | 3
COc1ccc(N(CC(=O)NCc2ccc(Cl)cc2)S(=O)(=O)c2c(C)noc2C)cc1
  1 | -35 | -6 | -3 | -1 | 5 | · | 0
COc1ccccc1CNC(=O)C1CCN(S(=O)(=O)c2ccc3nc4c(c(C(=O)O)c3c2)CCCC4)CC1
  0 | -14 | -2 | -17 | -1 | -6 | -0.3 | 5
CC(C)N(C)c1ncnc2c1ncn2[C@H]1CN(Cc2cccs2)C[C@@H](CO)O1
  0 | -9 | -6 | 11 | -42 | 1 | 0.0 | ·
N#Cc1nc(COc2ccccc2Cl)oc1NCc1ccco1
  -1 | · | · | -25 | -4 | 2 | · | 9
Cn1nccc1C(=O)N1CCc2ccccc21
  1 | · | · | 3 | -1 | 3 | · | 7
O=C(CCNC(=O)c1ccco1)NCCc1c[nH]c2ccccc12
  3 | -17 | 0 | -11 | 0 | -1 | 0.2 | -5
N=c1c2ccccc2nnn1-c1cccc(C(F)(F)F)c1
  0 | -6 | -3 | -3 | 7 | 4 | · | ·
COc1cc2c(cc1OC)CN(CC(=O)NC(=O)NC1CCCCC1)CC2
  2 | -21 | -9 | -5 | -2 | -1 | · | ·
COc1ccc(-c2[nH]ncc2CN2CCC(c3ccncc3)CC2)cc1F
  0 | 6 | 2 | -2 | -8 | 0 | 4.7 | -2
CN(C)c1nc(-c2ccccc2)c2cc(Cl)ccc2n1
  -1 | -3 | 4 | 3 | -13 | -2 | · | 2
C=CCc1ccc(OCCOc2cccc3cccnc23)c(OC)c1
  -7 | 2 | 1 | -8 | 2 | -4 | 4.1 | 2
CCn1c(SCC(=O)Nc2cccc(F)c2)nnc1-c1cc2cc(Br)ccc2o1
  0 | · | · | 9 | -1 | 6 | · | 1
COc1ccc(C(=O)/C=C2/C(=O)Nc3ccccc32)cc1OC
  -1 | -8 | 0 | 0 | 8 | 3 | 0.3 | -16
Cc1nn(Cc2ccc(C(=O)NC(C)(C)C)o2)c(C)c1Br
  5 | · | · | -7 | -7 | 2 | · | 7
